# TRPV1 agonist: HTS Assay for Compounds that Act as Agonists of the Vanilloid Receptor 1; Transient receptor potential cation channel subfamily V member 1 (Homo sapiens), Q8NER1; TRPV1-expressing cells, Fluo-8 calcium influx, agonist mode; activation, % at 8.33 µM; 320,000 compounds, 0.19% hits; in the data active = activation above about 80%; inconclusive = between about 30% and that limit; note: 0% is about no effect
# Target sequence (Q8NER1 whole entry, looked up): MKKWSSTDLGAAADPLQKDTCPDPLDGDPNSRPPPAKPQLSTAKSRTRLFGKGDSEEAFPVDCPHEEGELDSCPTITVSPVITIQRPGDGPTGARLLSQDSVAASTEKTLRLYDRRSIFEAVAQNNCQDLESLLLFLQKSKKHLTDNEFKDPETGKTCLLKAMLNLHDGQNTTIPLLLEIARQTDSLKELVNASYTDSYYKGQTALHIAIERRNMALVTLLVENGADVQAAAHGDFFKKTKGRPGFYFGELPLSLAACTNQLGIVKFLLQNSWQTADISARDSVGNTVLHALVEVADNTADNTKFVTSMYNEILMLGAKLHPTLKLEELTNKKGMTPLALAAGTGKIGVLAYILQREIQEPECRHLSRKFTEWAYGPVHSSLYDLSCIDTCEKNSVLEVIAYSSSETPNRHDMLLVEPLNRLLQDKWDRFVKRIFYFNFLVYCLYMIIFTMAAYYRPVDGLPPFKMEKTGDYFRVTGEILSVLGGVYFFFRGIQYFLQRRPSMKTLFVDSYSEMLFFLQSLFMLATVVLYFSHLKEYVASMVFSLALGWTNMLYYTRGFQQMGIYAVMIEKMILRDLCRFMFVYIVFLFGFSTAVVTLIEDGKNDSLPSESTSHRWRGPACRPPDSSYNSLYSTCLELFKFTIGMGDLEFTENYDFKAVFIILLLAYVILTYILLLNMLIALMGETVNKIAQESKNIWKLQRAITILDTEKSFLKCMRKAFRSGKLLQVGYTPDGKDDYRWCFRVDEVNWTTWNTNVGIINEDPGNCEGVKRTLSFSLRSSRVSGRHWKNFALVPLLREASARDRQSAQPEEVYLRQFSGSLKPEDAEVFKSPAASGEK
#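 TRPV1-expressing cells were cultured overnight at 35.5C and loaded with Fluo-8 calcium dye for 40 to 90 min at room temperature. After a 10 s baseline, compound was added and calcium influx was read kinetically for 3 min (ex 480/em 520 nm).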
# Integrin act MD: qHTS for Activators of Integrin-Mediated Alleviation for Muscular Dystrophy; alpha7betagal myoblasts, beta-gal FDG fluorescence, 48 h; Potency, µM (highest dose often 38.3 µM), for inactives: top-dose activation, usual class: activators; 350,000 compounds, 0.064% hits; AID 624291, 2012;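 note: potency is the fitted concentration of half-maximal effect; 100% = response of the positive control SU9516; nearly all actives have a fitted effect of over 60% in size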
#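 Alpha7betagal+/- myoblasts (passage 13) were plated 16-24 hr, then exposed to compounds (1:260 dilution of DMSO stock) for 48 hours at 37C. After MPER lysis, β-galactosidase reporter activity was read as FDG fluorescence (ex 480/em 540) after 30 minutes.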
# hERG WT inh: qHTS for Inhibitors of KCHN2 3.1: Wildtype qHTS. Voltage-gated inwardly rectifying potassium channel KCNH2 (Homo sapiens), Q12809. U2OS, BacMam KCNH2, thallium flux FluxOr; stronger effect = lower value. activity change, % at 1.84 µM. 340,000 compounds, 0.37% hits. AID 720551, 2013;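 active = maximum activity change below -70%; inconclusive = maximum activity change between -70% and -50%; inactive = maximum activity change above -50%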; note: % is set by controls: 0 for no effect and ±100 for the full control effect
#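 U2OS cells transduced with wild-type KCNH2 virus are loaded with FluxOr dye for 45 min, and thallium flux is measured in kinetic reads before and after stimulation buffer. Rate constants are normalized to DMSO controls.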
# KCNH2 3.1 block: qHTS for Inhibitors of KCHN2 3.1: Mutant qHTS; Potassium voltage-gated channel subfamily H member 2, brain isoform KCNH2 3.1 (human); U2OS KCNH2 3.1, thallium flux FluxOr; stronger effect = lower value; activity change, % (tested at about 1.8 µM); 340,000 compounds, 0.95% hits;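 active = maximum activity change below -70%; inconclusive = maximum activity change from -70% to -50%; inactive = maximum activity change above -50%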;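 note: thallium influx rate constant from kinetic fluorescence after stimulation buffer; % is set by controls: 0 for no effect and ±100 for the full control effect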
#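 We transduce U2OS cells with the mutant 3.1 virus, culture them overnight, load FluxOr with Red40 quencher for 45 min, then add stimulation buffer and read kinetically for 2 min to derive a normalized rate constant.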
# MBNL1-CUG inh: qHTS Assay for Inhibitors of MBNL1-poly(CUG) RNA binding. Muscleblind-like protein 1 (Homo sapiens), Q9NR56. TR-FRET MBNL1-His/biotin-(CUG)12 binding, 665/545 ratio. AID 2675, 2010. Potency, µM (top dose mostly 57.5 µM), inactives show top-dose activity change, negative = inhibition, usual class: inhibitors. 280,000 compounds, 0.036% hits; active = well fitted inhibition curve with a large enough effect in the signal ratio, with a control signal flat, not every such curve was filed as active; inconclusive = small, poorly fitted or top-dose-only effect, or effect the other way, or a change in a side signal; inactive = no such curve, though single readings can be large or run the other way; the % refers to the signal ratio; note: potency is the fitted concentration of half-maximal effect; % is set by controls: 0 for no effect and ±100 for the full control effect
#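 Compounds (final 92 nM to 58 uM) are added to His-tagged MBNL1 and biotin-(CUG)12, then terbium anti-His antibody and streptavidin-XL665 (5 nM final). After 60 min at room temperature, the 665/545 nm ratio is read.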
# CXXC DNA block: qHTS Fluorescence Polarization Assay for Inhibitors of MLL CXXC domain - DNA interaction. MLL-CXXC / FITC-HOXA9 DNA fluorescence polarization. 290,000 compounds, 0.037% hits. Histone-lysine N-methyltransferase 2A (Homo sapiens), Q03164. Potency, µM (highest dose often 115 µM), inactives show at the top dose activity change, negative = inhibition, hits mostly inhibitors; active = well fitted inhibition curve with a large enough effect in the polarisation, with a control signal flat, not every such curve was filed as active; inconclusive = small, poorly fitted or top-dose-only effect, or effect the other way, or a change in a side signal; inactive = no such curve, though single readings can be large or run the other way; the % refers to the polarisation; note: potency is the fitted concentration of half-maximal effect
#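 Fluorescence polarization: 7 uM MLL-CXXC (stock) preincubated 5 min with compounds, then 50 nM fluorescein-HOX-A9 DNA (stock) added; 30 min ambient. Buffer 50 mM Tris-HCl pH 7.5, 50 mM NaCl, 1 mM DTT, 0.05% BSA.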
# GALK inhibitor: qHTS Assay for Inhibitors of Human Galactokinase (GALK) | P51570 | Potency, µM (top dose mostly 57.5 µM), without a hit: at the top dose activity change, negative = inhibition, usual class: inhibitors | AID 1868, 2009 | Purified GALK, Kinase-Glo residual ATP luminescence | 270,000 compounds, 0.007% hits; note: potency is the fitted concentration of half-maximal effect; % is set by controls: 0 for no effect and ±100 for the full control effect
#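 GALK at 5 nM final was combined with compound, 35 uM ATP and 100 uM galactose in HEPES pH8.0 with MgCl2 and DTT. The reaction ran one hour at room temperature before luminescent ATP detection.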
# FBPA coupling cs: qHTS Assay for Inhibitors of Fructose-1,6-bisphosphate Aldolase from Giardia Lamblia: Coupling assay counterscreen; activity change, negative = inhibition, % at 58.2 µM, hits read low; coupling enzyme system counterscreen, AmpLite Red fluorescence; AID 2472, 2010; 290,000 compounds, 0.67% hits; in the data active = activity change below about -30%; note: % is set by controls: 0 for no effect and ±100 for the full control effect
#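 First, compound is pin-transferred into glyceraldehyde-3-phosphate coupling-enzyme reagent at 57.5 uM final and held 10 min at RT. Next, substrate, coupling system and AmpLite Red are added. After 20 min RT, fluorescence (525/598 nm) is read.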
# ASM inhibitor: Inhibitors of Secretory Acid Sphingomyelinase (S-ASM): qHTS | placental ASM, HMU-PC fluorogenic substrate, 60 min | Potency, µM (top dose mostly 57.5 µM), inactives show top-dose activity change, negative = inhibition, most hits filed as inhibitors | 340,000 compounds, 0.006% hits; note: potency is the fitted concentration of half-maximal effect
#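 Human placenta-derived ASM preincubated with compound 10 min at room temperature, then reacted with 9 uM (final) fluorogenic HMU-PC substrate for 60 min at 37 C. Stop solution raises pH to 10; fluorescence read at Ex 386/Em 447 nm.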
# A-T KAP1 phos: qHTS Assay for Identifying a Potential Treatment of Ataxia-Telangiectasia. […] A-T fibroblasts, KAP-1 phosphorylation AlphaLISA; neocarzinostatin DNA damage 30 min before lysis. Potency, µM (top dose mostly 57.5 µM), without a hit: at the highest dose activation, actives largely listed as activators. 320,000 compounds, 0.19% hits. AID 485349, 2010; note: potency is the fitted concentration of half-maximal effect; % of control where 0% means no effect; nearly all actives have a fitted effect of over 45% in size
#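 hTERT-immortalized A-T patient fibroblasts ([…]), 500 cells/well in OPTI-MEM, 1% FBS, got compounds for 60 min, then NCS for 30 min at 37C. Lysates were then assayed for phospho-KAP-1 by AlphaLISA (anti-pKAP1 donor, anti-KAP1 acceptor beads), 6 hr at 25C.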
# Numbers without * were called inactive; u = inconclusive; x = no result given; & = joins results of further samples; [ ] = dose if it differs, or a comment. Unless noted, calls come from the whole dose curve; as a rule, active = well fitted curve in the direction sought with a large enough effect; inconclusive = small, poorly fitted or top-dose-only effect, or another doubt; inactive = no such curve, though single readings can be large; an effect the other way counts as inactive or inconclusive.
Structure	Integrin act MD	CXXC DNA block	KCNH2 3.1 block	ASM inhibitor	MBNL1-CUG inh	TRPV1 agonist	hERG WT inh	A-T KAP1 phos	FBPA coupling cs	GALK inhibitor
Clc1cccc(CNCCc2ccc3c(c2)OCO3)c1	0%	6%	-3	-1%	1%	2	5	12%	1	-3%
O=c1[nH]cc(F)c(=O)[nH]1	x	15%&17%	7	-6%	u	-2	-9	22%	2&1&6	-1%
COC(=O)C1=C(c2cccc(NC(C)=O)c2)C[C@@H]2CC[C@H]1N2C	23%	x	13	4%	x	1	14	0%	x	x
COC(=O)C1=C(c2ccc(F)cc2F)C[C@@H]2CC[C@H]1N2C(=O)NC1Cc2ccccc2C1	9%	x	x	1%	x	14	x	-2%	x	x
CCOc1ccccc1NC(=O)N1CCC2(CC1)OCCO2	0%	12%	4	8%	u	5	10	-4%	2	-4%
O=C1/C(=C\c2cc3c(cc2Br)OCO3)N2CCC1CC2	-41%	-15%	-10	-3%	u	-4	5	3%	9	2%
O=C(O)CCn1cc(C=C2C(=O)NC(=O)NC2=O)c(-c2cc3ccccc3oc2=O)n1	-7%	0%	7	3%	6%	-2	3	-4%	2	2%
COc1ccc(OC)c(NC2=NCCS2)c1	-9%	-26%	-3	5%	-4%	2	-11	3%	1	0%
CCCCCP(=O)(O)c1ccccc1	u	9%	11	4%	-5%	-1	-20	3%	0	7%
Cc1ccc(/C=C2/C(=O)NC(=O)N(Cc3ccc(F)cc3)C2=O)o1	x	-16%	x	x	-1%	-5	x	-2%	0	x
COc1ccc(N2C(=O)/C(=C/c3ccco3)C(=O)NC2=S)cc1	-12%	2%	7	u	12%	-3	0	-33%	2	-1%
Cn1ccnc1P(=S)(c1nccn1C)c1nccn1C	12%	-2%	3	-1%	0%	3	-2	6%	0	-1%
COCCn1c(O)c(/C=N/NC(=O)CSC(=S)N2CCCC2)c(=O)[nH]c1=S	20%	x	23	-1%	x	0	23	7%	x	x
CCN(CC)c1ccc(CNCCc2ccc(F)cc2)cc1	-52%[inhibitor]	-7%	3	3%	-7%	-4	5	-3%	2	0%
Cc1ccc2nc(-c3ccncc3)cc(C(=O)N3CCC4(CC3)OCCO4)c2c1	2%	-4%	2	1%	4%	17	1	-4%	6	0%
CC(=NCC1CCCO1)c1c(O)n(-c2ccc(Cl)cc2)c(=O)[nH]c1=O (centres undefined)	7%[7.66 µM]	-8%	3	0%	-5%	-1	7	-4%	-2	-3%
O=C(c1ccc2c(c1)OCO2)C1CCCN(Cc2ccccn2)C1 (centres undefined)	13%	6%	5	1%	0%	4	4	7%	1	1%
Cc1ccc(/C=C2\C(=O)NC(=S)N(c3ccccc3F)C2=O)s1	-44%	-23%	9	3%	17%	-2	-1	-12%	5	-3%
CC(C)C12CN3CC(C(C)C)(CN(C1)C3c1cccnc1)C2=O (centres undefined)	23%	7%	-6	-1%	-3%	0	-9	-2%	x	-1%
O=c1[nH]c(=S)[nH]c(O)c1CN1CCCCC1	20%	-1%	-10	-10%	-5%	1	3	-2%	0	1%
CN(C)C(=O)Oc1c(Cl)cc(Cl)c2cccnc12	-11%	12%	-1	-2%	10%	-3	-5	-1%	2	0%
Cc1ccc(-n2nc(C)c3c2NC(=O)CSC3c2ccc3c(c2)OCO3)cc1 (centres undefined)	20%	1%	-3	2%	-5%	0	0	-2%	1	5%
COC(=O)c1ccc(CN2CCN(Cc3ccccc3)CC2)cc1	17%	8%	8	1%	-14%	3	-30	11%	4	-1%
CN(C)C1(CNC(=O)c2cc(S(=O)(=O)N3CCOCC3)c(Cl)cc2Cl)CCCCC1	-6%	x	-10	1%	x	3	13	-4%	x	x
CC(Cc1ccccc1)/[N+]([O-])=C\c1ccc(C(F)(F)F)cc1 (centres undefined)	18%	x	-2	-3%	x	8	-10	-16%	x	x
CN(C)C(=O)Oc1cccc(NC(=O)c2ccccc2C(F)(F)F)c1	7%	-14%	-9	4%	-13%	0	-12	7%	0	1%
COc1ccc(C(c2c(O)c3ccccc3oc2=O)c2c(C)n(C)n(-c3ccccc3)c2=O)cc1 (centres undefined)	0%	-2%	8	5%	3%	2	-2	13%	9	-2%
Cc1ccc(-c2cc(-c3ccc(C)cc3)[n+](-c3ccc(C(=O)O)cc3)c(-c3ccc(C)cc3)c2)cc1	17%	x	6	12%	x	-3	4	8%	x	x
O=C(NNc1c(F)c(F)cc(F)c1F)c1cc2ccccc2oc1=O	-21%	-4%	7	-1%	u	1	0	8%	1	15%
COc1cccc(NP2(=O)OCC(C)([N+](=O)[O-])CO2)c1 (centres undefined)	14%	x	-21	2%	x	x	-5	x	x	x
CC(C)c1cccc(C(C)C)c1OCCn1ccnc1	29%	7%	2	9%	4%	12	-11	3%	0	-3%
COC(=O)C1=C(c2ccc(OC(F)(F)F)cc2)C[C@@H]2CC[C@H]1N2C(=O)NCCCOC(C)C	-16%	x	x	-3%	x	22	x	14%	x	x
C1=NCCc2c1[nH]c1ccccc21	-74%[inhibitor]	x	-2	19%	x	x	1	x	x	x
O=C1NC(=O)N(c2ccc3c(c2)OCO3)C(=O)/C1=C\c1ccc(N2CCCCC2)o1	-16%	u	x	-15%	u	2	4	-3%	1	1%
Cc1cc(/C=C2\C(=O)NC(=O)N(c3ccc(Br)cc3)C2=O)c(C)n1-c1cc(C(=O)O)cc(C(=O)O)c1	-9%	7.9µM*	6	5%	7%	4	17	-26%	2	x
CCC(=O)OC1(c2ccccc2)CCN(C)CC1C (centres undefined)	6%	8%	-5	0%	-10%	0	-4	2%	1	-3%
CCCC(C)c1nnc(NC(=O)CCS(=O)(=O)c2ccccc2)s1 (centres undefined)	-42%[inhibitor]	-4%	3	-2%	-8%	-1	1	-6%	1	4%
O=C(Nc1cccnc1)c1c(O)c2c(n(Cc3ccccc3)c1=O)CCCC2	4%	1%	6	-21%	2%	-1	-12	8%	3	2%
Cn1c(C(=O)O)c(CC(=O)N2CCN(Cc3ccccc3)CC2)c2ccccc21	-1%	-13%	1	-2%	0%	-2	-5	2%	3	17%
COc1ccccc1OCCNC(=O)c1cc(=O)[nH]c2ccccc12	6%	-19%	-3	-5%	-5%	2	-9	-55%[inhibitor]	-4	-1%
CCCNC(=O)N1[C@H]2CC[C@@H]1C(C(=O)OC)=C(c1cccc(Cl)c1)C2	27%	x	2	1%	x	5	6	1%	x	x
O=Cc1c(NCc2ccc(Cl)cc2)c2ccccc2[nH]c1=O	u	0%	14	-5%	0%	18	2	19%	2	-6%
COc1ccc(C2CC(c3c(O)n(CCc4ccccc4)c(=O)[nH]c3=O)=NN2)cc1OC (centres undefined)	5%	4%	0	-2%	-2%	1	0	-4%	-2	-2%
Cc1cc(N=Nc2ccccc2C)ccc1N	1%	x	-2	-7%	x	x	5	x	x	x
CC(N)C(=O)OC(C)(C)Cc1ccc(Cl)cc1 (centres undefined)	x	-10%	4	0%	x	3	-3	-5%	3	x
CC(Cc1cnccn1)NCc1c(C(=O)N2CCCCCCC2)nc2ccc(Cl)cn12 (centres undefined)	-4%	-4%	-1	1%	0%	3	-27	1%	1	-1%
C=C1[C@@H](OC(C)=O)[C@]23C[C@@H]1[C@@H](OC(C)=O)CC2[C@]12C4C[C@H]3[C@H]1N(CC)C[C@]4(C)CC[C@@H]2O (some centres undefined)	0%	x	8	-2%	x	x	3	x	x	x
CCn1cc(C(=O)N2CCCCC2)c2ccccc21	19%	3%	1	2%	13%	3	4	0%	-2	-3%

# Source: PubChem BioAssay

# This is a subset, so the mix of outcomes need not match the whole.
